PI4K2A block: qHTS for small molecular inhibitors of PI4K2A. hit rate 0.13% among 420,000. activity change, negative = inhibition, % at 76.9 µM. purified PI4K2A, ADP-Glo luminescence, 1 h; hits give low values. AID 1346378, 2018; in the data active means activity change below about -50%; inconclusive means mostly about -30% to -49%;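 further: -100% = wells without enzyme as full effect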
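PI4K2A activity was measured by ADP-Glo luminescence: enzyme (4 ug/mL stock) and phosphatidylinositol (1.2 mM stock) in Tris pH 7.5/MgCl2/EGTA/Triton X-100 buffer were reacted with ATP (300 microM stock) for one hour at ambient temperature.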
JMJD2A Tudor: qHTS Assay for Inhibitors of JMJD2A-Tudor Domain; Lysine-specific demethylase 4A (Homo sapiens), O75164; AlphaScreen JMJD2A-Tudor / H3K4me3 peptide binding; Potency, µM (highest dose often 114 µM), for inactives: at the top dose activity change, negative = inhibition, hits mostly inhibitors; hit rate 4.4% among 390,000; AID 504339, 2011; further: potency means the concentration at half of the fitted maximal effect; on the % scale 0 is the no-effect control and ±100 the full control effect; nearly all actives have a fitted effect of over 50% in size
G9a block: qHTS Assay for Inhibitors of Histone Lysine Methyltransferase G9a | Histone-lysine N-methyltransferase EHMT2 (Homo sapiens), Q96KQ7 | G9a H3K9 monomethylation, AlphaScreen, 2 h | Potency, µM (doses to about 102 µM), for inactives: top-dose activity, negative = inhibition, hits mostly inhibitors | hit rate 8.8% among 350,000; further: potency means the concentration at half of the fitted maximal effect; on the % scale 0 is the no-effect control and ±100 the full control effect; nearly all actives have a fitted effect of over 75% in size
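Chemiluminescent proximity detection of H3K9 monomethylation, read after 10 min bead incubation in the dark. Reaction: 20 nM G9a, 500 nM biotin-H3K9 peptide, 20 uM SAM cofactor, 2 h, room temperature, following 15 min enzyme-compound preincubation.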
POLH inh: qHTS for Inhibitors of Polymerase Eta | DNA polymerase eta (Homo sapiens), Q9Y253 | recombinant Pol eta, fluorescent DNA replication assay | Potency, µM (titrated, usually from 114 µM), for the others: at the highest dose activity change, negative = inhibition, most hits filed as inhibitors | hit rate 1.2% among 390,000 | AID 588591, 2011; further: potency means the concentration at half of the fitted maximal effect; on the % scale 0 is the no-effect control and ±100 the full control effect
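Pol eta (10 nM) was preincubated with compounds for 15 min at room temperature, after which fluorescent replication substrate (50 nM final) was added to start the reaction. Fluorescence was read kinetically at 0 and 10 min.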
HP1b chromo inh: HTS for Inhibitors of HP1-beta Chromodomain Interactions with Methylated Histone Tails; Chromobox protein homolog 1 (Homo sapiens), P83916; AlphaScreen HP1-beta / biotin-H3K9me3 peptide binding; Potency, µM (titrated, usually from 114 µM), for the others: top-dose activity change, negative = inhibition, usual class: inhibitors; hit rate 0.56% among 390,000; AID 540317, 2011; further: potency means the concentration at half of the fitted maximal effect; nearly all actives have a fitted effect of over 70% in size; inactives centre near 23
Target sequence (P83916 whole entry, looked up): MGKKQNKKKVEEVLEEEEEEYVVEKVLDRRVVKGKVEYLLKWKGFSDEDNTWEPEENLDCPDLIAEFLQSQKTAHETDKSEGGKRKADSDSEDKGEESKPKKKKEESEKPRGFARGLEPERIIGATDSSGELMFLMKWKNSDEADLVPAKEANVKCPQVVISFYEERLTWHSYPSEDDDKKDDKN
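Compound inhibition of the preformed complex between 50 nM HP1-beta and 50 nM biotinylated H3K9me3 peptide was read by AlphaScreen. Buffer was PBS pH 7.4 with 0.01% Tween-20. Incubations ran 30 min at room temperature, with 10 ug/mL donor/acceptor beads.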
Pin1 inhibitor: qHTS Assay to Find Inhibitors of Pin1 | Pin1 FP peptide displacement, HiFluor488, 10 min | Potency, µM (top dose mostly 115 µM), for the others: at the top dose activity, negative = inhibition, actives largely listed as inhibitors | hit rate 0.009% among 390,000; active means well fitted inhibition curve with a large enough effect in the polarisation, with a control signal flat, not every such curve was filed as active; inconclusive means small, poorly fitted or top-dose-only effect, or effect the other way, or a change in a side signal; inactive means no such curve, though single readings can be large or run the other way; the % refers to the polarisation; further: potency means the concentration at half of the fitted maximal effect; on the % scale 0 is the no-effect control and ±100 the full control effect
Target sequence (Q13526 whole entry, looked up): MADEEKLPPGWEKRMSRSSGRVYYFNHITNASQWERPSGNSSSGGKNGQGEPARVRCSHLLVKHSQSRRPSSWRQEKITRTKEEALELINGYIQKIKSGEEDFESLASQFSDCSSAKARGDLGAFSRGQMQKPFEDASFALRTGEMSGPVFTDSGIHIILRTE
GLS inh: qHTS for Inhibitors of Glutaminase (GLS) | GLS enzymatic activity, qHTS titration | Potency, µM (highest dose often 45.5 µM), inactives show top-dose activity change, negative = inhibition, actives largely listed as inhibitors | hit rate 0.21% among 410,000 | AID 624170, 2012; further: potency means the concentration at half of the fitted maximal effect; on the % scale 0 is the no-effect control and ±100 the full control effect
Target sequence (O94925 whole entry, looked up): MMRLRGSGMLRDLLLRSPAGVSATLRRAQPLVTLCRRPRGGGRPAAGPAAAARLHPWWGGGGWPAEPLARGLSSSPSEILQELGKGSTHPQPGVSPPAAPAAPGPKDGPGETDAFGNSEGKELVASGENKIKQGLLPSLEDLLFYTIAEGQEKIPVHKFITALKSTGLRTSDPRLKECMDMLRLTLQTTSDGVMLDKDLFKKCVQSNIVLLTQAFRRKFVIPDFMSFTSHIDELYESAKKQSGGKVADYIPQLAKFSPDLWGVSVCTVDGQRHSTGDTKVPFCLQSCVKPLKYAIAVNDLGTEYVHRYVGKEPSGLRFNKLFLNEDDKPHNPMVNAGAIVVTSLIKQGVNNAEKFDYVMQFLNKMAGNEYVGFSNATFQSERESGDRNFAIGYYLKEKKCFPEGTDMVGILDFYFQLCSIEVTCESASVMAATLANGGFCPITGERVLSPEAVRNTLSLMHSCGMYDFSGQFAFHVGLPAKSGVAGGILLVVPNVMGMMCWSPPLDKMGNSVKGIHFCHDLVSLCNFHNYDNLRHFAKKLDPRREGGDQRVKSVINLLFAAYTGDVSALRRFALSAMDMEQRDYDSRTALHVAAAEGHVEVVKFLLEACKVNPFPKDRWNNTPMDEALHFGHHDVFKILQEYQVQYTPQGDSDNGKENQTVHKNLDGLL
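Human kidney-isoform GLS in 45 mM KH2PO4 pH 8.2, 0.02% Tween-20, with compound, started with 1mM L-Glutamine (added stock). Glutamate oxidase/HRP/Amplex red coupled fluorescence read at start and after 30 min at RT.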
Tb PGK inh: qHTS Assay to Find Inhibitors of Phosphoglycerate Kinase | Phosphoglycerate kinase, glycosomal (Trypanosoma brucei brucei), P07378 | PGK/GAPDH coupled, Kinase-Glo luminescence, 60 min | Potency, µM (series often up to 57.5 µM), inactives show at the top dose activity change, negative = inhibition, usual class: inhibitors | hit rate 0.043% among 380,000 | AID 602233, 2012; further: potency means the concentration at half of the fitted maximal effect; on the % scale 0 is the no-effect control and ±100 the full control effect; nearly all actives have a fitted effect of over 60% in size
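Recombinant glycosomal PGK reaction used 1,3-bisphosphoglycerate generated in-well by GAPDH (100nM final) in 100mM TEA pH 7.6, 5mM MgCl2, 0.01% Tween-20. After 60 minutes at room temperature, ATP was read by Kinase-Glo Plus luminescence end-point.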
BAZ2B inh: qHTS Assay for Inhibitors of BAZ2B. Potency, µM (series often up to 114 µM), without a hit: at the highest dose activity change, negative = inhibition, hits mostly inhibitors. AlphaScreen BAZ2B-H3K14Ac peptide displacement. hit rate 4.4% among 360,000; further: potency means the concentration at half of the fitted maximal effect; on the % scale 0 is the no-effect control and ±100 the full control effect; nearly all actives have a fitted effect of over 60% in size
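BAZ2B 50 nM plus b-H3(5-23)K14Ac 50 nM, PBS pH 7.4/0.01% Tween-20, 30 min RT; compound added (max 110 uM), 30 min RT; streptavidin donor/Ni-chelate acceptor beads 10 ug/mL final, 20 min dark; AlphaScreen read.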
* = called active by the depositor; i = inactive; ? = inconclusive; . = not tested or not shown; [ ] = another dose, or the depositor's remark. Unless noted, the call rests on the fitted dose curve; in most records, active means well fitted curve in the direction sought with a large enough effect; inconclusive means small, poorly fitted or top-dose-only effect, or another doubt; inactive means no such curve, though single readings can be large; an effect the other way counts as inactive or inconclusive. Only part of the results is shown; the hit share may differ from the screen's.

SMILES	PI4K2A block	JMJD2A Tudor	G9a block	POLH inh	HP1b chromo inh	Pin1 inhibitor	GLS inh	Tb PGK inh	BAZ2B inh
CCC1Cc2c(nc(N)c3c(N)nc(N4CCCCC4)c(C#N)c23)O1 (stereo not given)	1	-5%	4%	-28%	4%	6%	-5%	-8%	0%
CCCCN(C)C(=O)c1cn(CC)c2nc(C)ccc2c1=O	1	-7%	-26%	-15%	4%	-2%	-1%	5%	3%
COc1ccc(S(=O)(=O)N2CCCCCC2)cc1C(=O)N(C)CC(=O)Nc1cc(C)ccc1C	-3	-7%	14%[0.501 µM]	-7%	30%	-12%	-2%	-8%	-12%
CCOC(=O)COc1cc2c3c(c(=O)oc2cc1C)CCCC3	6	-4%	14%[12.7 µM]	?	39%	0%	12%	-6%	7%
Cc1c(C(=O)Nc2ccc(F)cc2)oc2ccc(S(=O)(=O)N3CC(C)CC(C)C3)cc12 (stereo not given)	-3	-4%	11%[12.7 µM]	1%	16%	-6%	2%	.	6%
COc1ccccc1-n1cc(-c2ccccc2)c2c(=S)nc[nH]c21	2	-8%	7%[59 µM]	-17%	23%	-7%	1%	-6%	-34%
O=C(Nc1ccccc1)C1=C[C@H](c2ccc3c(c2)OCO3)C[C@H](OCc2ccc(CO)cc2)O1	2	-29%	?	-7%	4%	20%	7%	2%	-29%
COC(=O)c1ccccc1NC(=O)C1CCCC1	1	6%[57.1 µM]	14%[59 µM]	-8%	64%[activator]	-1%	0%	0%	9%
CCN1CCN(C(c2cccc(F)c2)c2c(O)cc(C)n(CCOC)c2=O)CC1 (stereo not given)	2	-18%	?	-16%	38%[57 µM]	0%	2%	8%	-3%
Cc1cccc(C)c1OCCCCCNCCO	1	-20%	0%[12.7 µM]	-1%	17%	4%	1%	.	5%
O=C(NCc1cccnc1)c1cccnc1-c1nc2ccccc2s1	-4	-25%	5%[59 µM]	12%	-14%	2%	-16%	-6%	9%
Cc1cc(C(F)(F)F)nc(SCC(=O)Nc2c(C)n(C)n(-c3ccccc3)c2=O)n1	-1	-3%	-4%	0%	22%	-3%	-9%	-1%	2%
O=C(N1CCOCC1)N1CCC(n2nnc3cc(F)ccc32)CC1	-3	-10%	-11%[12.7 µM]	0%	20%	?	0%	i	5%
Cc1c(Cl)c(=O)n2c(=O)c(Cl)c(C)n12	-4	-6%	-31%	-6%	38%[activator]	?	2%	-3%	-12%
CC1(C)CC(=O)C(C=NC2CCCCC2)=C(O)C1	5	12%	1%	-17%	15%	-5%	0%	-9%	3%
COC(=O)CCCC1=CC2=C(c3ccccc3)C(=O)C(C)(OC(=O)C3CCCC3)C(=O)C2=CN1CCCCO (stereo not given)	-8	-19%	5%[59 µM]	-2%	28%	?	2%	-7%	-13%
COc1cccc(N2CCN(S(=O)(=O)c3ccc4c(c3)CC(C)N4C(=O)C3CC3)CC2)c1 (stereo not given)	9	-19%	3%[59 µM]	-19%	16%	2%	-4%	-8%	-23%
CCC(C)Nc1nc2c(c(=O)[nH]c(=O)n2C)n1CCOc1ccccc1 (stereo not given)	-2	-28%	-16%	-2%	10%	-6%	7%	-1%	-16%
COc1ccc(/C=C2\C(=O)ON=C2c2ccccc2)cc1	-1	35µM*	40µM*	10%	-7%	-10%	70%[activator]	-2%	?
Cc1ccc(C(=O)Nc2ccccc2C(=O)NCC2CCCO2)cc1 (stereo not given)	-1	-12%	.	5%	-33%	-3%	3%	-1%	2%
Cc1ccc(C)c(Cn2c3ccccc3c3cnn(CC(=O)NCc4ccccn4)c(=O)c32)c1	0	-15%	.	4%	39%[activator]	4%	-22%	-6%	-7%
CN1C(=O)C(C)(C)c2cc(S(=O)(=O)N3CCN(c4ccc(F)cc4)CC3)ccc21	-1	-34%	0%	-18%	13%	-6%	4%	i	-33%
C#CCOCCOCCOCCNc1nc(N2CCN(C(=O)[C@H](CCCN=C(N)N)n3cc(C(N)[C@@H](C)CC)nn3)CC2)nc(N2CCN(C(=O)[C@H](CCC(=O)O)n3cc([C@@H](N)CCCCN)nn3)CC2)n1 (stereo not given in full)	-2	89µM*	.	-18%	17%	3%	-6%	6%	.
C/C(N)=C(/C#N)C(=O)CSc1ncnc2ccccc12	5	?	-8%	?	-6%	4%	2%	0%	7%
CCC(C)NC(=O)CN(C1CCCCC1)S(C)(=O)=O (stereo not given)	-2	-10%	1%	-6%	-25%	0%	-1%	-2%	1%
Following part
SMILES	PI4K2A block	JMJD2A Tudor	G9a block	POLH inh	HP1b chromo inh	Pin1 inhibitor	GLS inh	Tb PGK inh	BAZ2B inh
COc1ccc(-c2cnc(N)n2CC2CCCO2)cc1 (stereo not given)	3	?	98%[activator][59 µM]	0%	-1%	-2%	1%	-4%	6%
Cn1cnc(S(=O)(=O)N2CCc3ccccc32)c1	-6	-15%[11.4 µM]	?	-17%	54%[activator]	-1%	-9%	i	-4%
Cc1ccccc1-n1ncc2c1CC(C)(C)CC2NC(=O)CCCN1CCCC1=O (stereo not given)	-5	-10%	10%	-10%	6%	0%	5%	-3%	-12%
O=S(=O)(c1ccc(Cl)nc1)N1CCc2ccccc21	2	-7%	53%[activator]	-3%	13%	-7%	1%	-10%	3%
COc1ccc(C(=O)O/N=C(\N)c2ccc(OC)c(OC)c2)c(OC)c1	-11	-16%	22%	-5%	47%[activator]	-8%	-5%	-1%	2%
CC1CCCc2sc3nc(NCc4ccco4)n4ncnc4c3c21 (stereo not given)	3	?	?	?	-18%	17%	0%	-2%	?
CC(C)(C)NC(=S)NCc1cccnc1	-4	-9%	-3%[0.0925 µM]	-4%	39%	0%	0%	-9%	1%
Cc1ccc(Cl)cc1N1CCN(S(=O)(=O)c2ccc3c(c2)OCCO3)CC1	10	-4%	3%	-10%	19%	7%	10%	7%	0%
O=C(N/N=C/c1ccc[nH]1)c1cc2ccccc2cc1O	-16	?	79µM*	2%	-2%	?	13%	1%	40µM*
CCc1nnc(NC(=O)c2ccc3nc(CC)c(CC)nc3c2)s1	2	-8%	-2%	-3%	13%	30%	3%	i	.
Cc1ccc(C)c(-c2nnc(NC(=O)Cc3ccccc3)o2)c1	-2	-9%	.	-13%	77%[activator]	6%	0%	i	-8%
Cc1ncc(CN2CCC(CO)(CCc3ccccc3)CC2)s1	6	-18%	?	-17%	26%	-12%	4%	-8%	-14%
Cc1ccc2c(c1)N(C(=O)CCC(=O)NCCCN(C)Cc1ccccc1)CCO2	0	-27%	.	-5%	12%	-3%	1%	-10%	13%
O=C(Nc1cccnc1)Nc1ccc(F)c(Cl)c1	3	-9%	-21%[12.7 µM]	4%	9%	0%	0%	i	10%
COc1cc(OC)c(NC(=O)Cn2c(=O)oc3cc(S(=O)(=O)N4CCCC4)ccc32)cc1Cl	-3	-22%	-3%[59 µM]	5%	6%	-3%	-8%	i	1%
COc1ccc(S(=O)(=O)n2cnc3ccccc32)cc1	1	3%	.	-5%	25%	-2%	21%	1%	-4%
Cc1cc(OCC(=O)Nc2ccc3oc(-c4ccncc4)nc3c2)ccc1Cl	3	-26%	10%[59 µM]	-8%	45%[activator]	-1%	.	-8%	-21%
CCCC(=O)NC(Nc1ccccc1OC)C(Cl)(Cl)Cl (stereo not given)	0	-11%	6%[12.7 µM]	-11%	15%	-2%	11%	-6%	-4%
c1csc(C2=NC(c3ccncc3)=Nc3ccccc3N2)c1	0	-33%	-41%[59 µM]	-7%	1%	6%	2%	4%	?
Cc1cc(C)c(C(=O)C(C)OC(=O)Cc2n[nH]c(=O)c3ccccc23)cc1C (stereo not given)	4	-15%	38%	-21%	22%	-2%	-5%	-9%	-20%
O=C(O)c1ccccc1CSc1nc2ccccc2[nH]1	-1	-17%	50µM*	-10%	-10%	-2%	0%	-3%	-16%
CCOc1cccc(SCc2noc(C(=O)NCCOC)c2C(=O)O)c1	-2	-17%	?	-9%	28%	-4%	13%	-1%	-33%
O=C(NCC1CCN(c2ccc(S(=O)(=O)N3CCOCC3)cc2)CC1)c1cccc(Cl)c1	-4	-17%	-18%	-11%	11%	27%	14%	.	56µM*
CCOC(=O)N1CCN(C(=S)NC(=O)c2c(-c3c(Cl)cccc3Cl)noc2C)CC1	-2	-29%	?	-1%	18%	1%	6%	2%	-30%

Full records, quoted from the list.
Cc1cc(C)c(C(=O)C(C)OC(=O)Cc2n[nH]c(=O)c3ccccc23)cc1C (stereo not given) as listed: PI4K2A block: 4; JMJD2A Tudor: -15%; G9a block: 38%; POLH inh: -21%; HP1b chromo inh: 22%; Pin1 inhibitor: -2%; GLS inh: -5%; Tb PGK inh: -9%; BAZ2B inh: -20%
CCOc1cccc(SCc2noc(C(=O)NCCOC)c2C(=O)O)c1 as listed: PI4K2A block: -2; JMJD2A Tudor: -17%; G9a block: ?; POLH inh: -9%; HP1b chromo inh: 28%; Pin1 inhibitor: -4%; GLS inh: 13%; Tb PGK inh: -1%; BAZ2B inh: -33%
